Bfl-1 Bim block = inhibitors of Bim binding to Bfl-1, primary screen, biochemical, multiplexed, bead-based flow cytometry | Bim-Bfl-1 binding inhibition | inhibition, % at 10 µM | hit rate 0.12% among 190,000 | AID 1008, 2008;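 further: 0% = wells without compound plus tracer and 100% = blocker peptide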
ABCB1 block = ABCB1 efflux pump inhibitors, primary screen, cell-based, multiplex, flow cytometry, ABCG2 counter-screen. ATP-dependent translocase ABCB1 (Homo sapiens), P08183. CCRF-Adr cells, JC-1 efflux. inhibition, % at 6.6 µM. hit rate 0.067% among 190,000. AID 1326, 2008; in the data active means inhibition above about 40%;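 further: 0% = vehicle and 100% = reference inhibitor; higher value means more JC-1 retained so stronger ABCB1 efflux block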
Target sequence (P08183 whole entry, looked up): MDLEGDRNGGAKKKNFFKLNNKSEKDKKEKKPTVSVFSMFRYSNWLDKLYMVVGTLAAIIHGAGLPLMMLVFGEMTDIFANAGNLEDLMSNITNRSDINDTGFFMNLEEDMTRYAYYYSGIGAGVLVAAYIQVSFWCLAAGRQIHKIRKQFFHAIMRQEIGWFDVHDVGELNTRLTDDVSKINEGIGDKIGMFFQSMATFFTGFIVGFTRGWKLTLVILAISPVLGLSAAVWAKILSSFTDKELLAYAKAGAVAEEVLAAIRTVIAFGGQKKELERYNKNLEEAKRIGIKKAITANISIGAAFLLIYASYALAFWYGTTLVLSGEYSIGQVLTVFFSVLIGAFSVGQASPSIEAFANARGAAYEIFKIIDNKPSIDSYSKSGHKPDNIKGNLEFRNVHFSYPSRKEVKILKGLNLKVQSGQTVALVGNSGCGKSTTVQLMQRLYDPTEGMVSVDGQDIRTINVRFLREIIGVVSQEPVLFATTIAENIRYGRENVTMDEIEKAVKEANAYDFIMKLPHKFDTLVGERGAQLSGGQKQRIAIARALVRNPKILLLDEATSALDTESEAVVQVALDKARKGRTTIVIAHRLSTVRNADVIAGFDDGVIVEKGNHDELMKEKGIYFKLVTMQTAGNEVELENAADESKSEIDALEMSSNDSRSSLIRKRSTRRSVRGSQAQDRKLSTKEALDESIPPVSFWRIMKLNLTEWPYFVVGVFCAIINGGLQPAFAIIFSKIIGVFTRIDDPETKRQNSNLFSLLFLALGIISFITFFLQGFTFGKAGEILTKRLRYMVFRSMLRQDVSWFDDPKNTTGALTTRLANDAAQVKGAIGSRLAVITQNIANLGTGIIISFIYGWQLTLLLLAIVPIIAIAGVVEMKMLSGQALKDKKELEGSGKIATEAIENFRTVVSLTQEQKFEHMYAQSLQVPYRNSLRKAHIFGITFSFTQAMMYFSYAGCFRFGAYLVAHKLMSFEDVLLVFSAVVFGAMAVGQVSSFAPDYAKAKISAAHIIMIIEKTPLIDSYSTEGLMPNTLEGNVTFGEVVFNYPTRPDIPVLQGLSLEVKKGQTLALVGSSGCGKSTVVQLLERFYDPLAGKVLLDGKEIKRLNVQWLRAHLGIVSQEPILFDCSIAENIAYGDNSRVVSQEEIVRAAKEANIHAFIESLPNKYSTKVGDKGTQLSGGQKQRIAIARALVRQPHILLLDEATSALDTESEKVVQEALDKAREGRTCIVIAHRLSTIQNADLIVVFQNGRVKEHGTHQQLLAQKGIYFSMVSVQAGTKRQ
Bcl-B Bim block = inhibitors of Bim-Bcl-B binding, primary screen, biochemical, multiplexed, human Bcl-2 family | Bcl-2-like protein 10 (Homo sapiens), Q9HD36 | bead-based flow cytometry, Bim peptide-Bcl-B binding | inhibition, % at 10 µM | hit rate 0.073% among 190,000;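 further: 0% = tracer peptide without compound and 100% = reference inhibitor peptide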
RGS8-Gao = RGS8-Galphao binding modulators, primary screen, biochemical, multiplexed bead flow cytometry; Guanine nucleotide-binding protein G(o) subunit alpha (Homo sapiens), P09471; actives lie on both sides; response (percent of control binding), % at 10 µM; hit rate 0.34% among 220,000; in the data active means response below about 60% or above about 140%; inactive means in between;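 further: Galphao activated as the GDP aluminium fluoride complex binding bead-coupled RGS8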
Bim-Bcl-2 = inhibitors of Bim-Bcl-2 binding, primary screen, biochemical, multiplexed, human Bcl-2 family. Apoptosis regulator Bcl-2 (Homo sapiens), P10415. Bead-based flow cytometry, Bim peptide-Bcl-2 binding. inhibition, % at 10 µM. hit rate 0.06% among 190,000. AID 950, 2007; in the data active means inhibition above about 40%; inconclusive means no clear call, values can overlap the other calls;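 further: 0% = no compound wells with probe peptide and 100% = reference peptide inhibitor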
Bcl-XL Bim block = inhibitors of Bim-Bcl-XL binding, primary screen, biochemical, multiplexed, bead flow cytometry, human Bcl-XL. Bcl-2-like protein 1 (Homo sapiens), Q07817. hit rate 0.04% among 190,000. Bim peptide-Bcl-XL binding, fluorescence. AID 1007, 2008. inhibition, % at 10 µM
Bim-Bcl-W = inhibitors of Bim binding to Bcl-W, primary screen, biochemical, multiplexed, bead-based flow cytometry; Bcl-2-like protein 2 (Homo sapiens), Q92843; Bim peptide-Bcl-W binding; inhibition, % at 10 µM; hit rate 0.02% among 190,000;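 further: 0% = bound tracer without compound and 100% = peptide blocker; higher means less fluorescent Bim peptide bound to Bcl-W beads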
ABCG2 inh = ABCG2 efflux pump inhibitors, primary screen, multiplex with ABCB1, IgMXP3 cells, flow cytometry; Broad substrate specificity ATP-binding cassette transporter ABCG2 (Homo sapiens), Q9UNQ0; inhibition, % at 6.6 µM; hit rate 0.1% among 190,000; JC-1 efflux;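 active means inhibition above 80%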;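 further: 0% = DMSO and 100% = nicardipine control wells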
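System: two drug-resistant human cell lines, ABCG2 and ABCB1; controls: nicardipine high and DMSO low controls; times: 10 min exposure at 25 °C with rotation, no wash; detection: flow cytometry of retained JC-1 fluorescence; read-out basis: percent efflux inhibition, scaled nicardipine 100% to DMSO 0%; doses: one concentration, 6.6 µM final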
Bim-Mcl-1 = inhibitors of Bim peptide binding to Mcl-1, primary screen, biochemical, bead-based flow cytometry, multiplex; AID 1009, 2008; hit rate 0.1% among 190,000; Bim peptide-Mcl-1 binding; inhibition, % at 10 µM; Induced myeloid leukemia cell differentiation protein Mcl-1 (Homo sapiens), Q07820;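 further: 0% = no compound tracer wells and 100% = peptide blocker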
RGS4-Gao reg = modulators of RGS4 binding to Galphao, primary screen, biochemical, multiplexed bead flow cytometry | binding response (% of control), % at 10 µM | hit rate 0.33% among 220,000 | actives lie on both sides | Guanine nucleotide-binding protein G(o) subunit alpha (Homo sapiens), P09471; in the data active means binding response below about 49% or above about 150%; inactive means in between;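 further: fluorescent Galphao activated with aluminum fluoride binding bead-coupled RGS4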
RGS7-Gao = RGS7-Galphao binding modulators, primary screen, biochemical, multiplexed bead flow cytometry | Guanine nucleotide-binding protein G(o) subunit alpha (Homo sapiens), P09471 | actives lie on both sides | binding response (% of control), % at 10 µM | hit rate 0.35% among 220,000 | AID 1439, 2008; in the data active means binding response below about 49% or above about 150%; inconclusive means no clear call, values can overlap the other calls; inactive means in between;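 further: fluorescent Galphao held in activated GDP-AlF4 state binding bead-coupled RGS7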
* = called active by the depositor; ? = inconclusive; nt = not tested or not shown. Unless noted, no stated cut-off is given here; in the data, active means inhibition above about 40%.

Screens in order: RGS7-Gao, Bfl-1 Bim block, Bcl-XL Bim block, RGS8-Gao, ABCG2 inh, Bim-Bcl-W, Bim-Mcl-1, Bim-Bcl-2, RGS4-Gao reg, Bcl-B Bim block, ABCB1 block
- CC(C(=O)NC(C)(C)C)N1C(=O)c2cccc3cccc(c23)C1=O (stereo not drawn)
 : 97, -3, 0, 97, 15, -4, 0, 0, 98, -5, 1.8
- Cc1ccc(C(=O)N/N=C\c2sccc2C)cn1
 : 92, 1, -2, 96, 4, 1, 0, 0, 88, 7, 0.2
- Cn1c(=O)cc(SCC(=O)NCCCN2CCN(c3ccc(F)cc3)CC2)c2ccccc21
 : 102, -18, -7, 100, 6, -6, -6, -3, 99, -6, 0.0
- COc1ccc(N2CCN(C(=O)/C=C/c3ccco3)CC2)cc1
 : ?, 0, -3, 102, -1, -2, -2, 0, 100, -6, -0.4
- COC(=O)CCC(=O)NNC(=O)Cc1ccccc1
 : 90, -4, -1, 96, 14, 1, -2, -3, 90, -1, 0.0
- O=C(O)C1C2C=CC3(CN(C4CCCC4)C(=O)C13)O2 (stereo not drawn)
 : 99, 8, 6, 101, 1, 4, 2, 3, 99, -1, 0.2
- COc1ccccc1/C=C/CN1CCC(CO)(Cc2ccccc2)CC1
 : 100, -6, -5, 104, 1, -6, -2, -5, 101, -6, 0.7
- Cc1ccc(CN(C(=O)C(F)(F)F)C(C(=O)NC2CCCCC2)c2ccco2)cc1 (stereo not drawn)
 : 97, 12, 5, 101, 2, 15, 20, 19, 92, 13, 0.3
- S=c1[nH]nc(COc2ccccc2)n1C1CCCCC1
 : 106, -2, -7, 80, -4, -6, -7, -2, 110, -3, -1.5
- Cn1c2ccccc2n2c(=O)c(Cl)c(-c3ccccc3)c(C#N)c12
 : 104, 20, 28, 107, -21, 22, 22, 21, 103, 19, -1.6
- O=C(CCC(=O)OCC(=O)c1ccc(-c2ccccc2)cc1)Nc1cccc(Cl)c1
 : 107, 0, -2, 104, 5, -1, 0, 0, 105, 3, 0.6
- O=C(CN1CCCCCC1)Nc1ccccc1F
 : 98, -11, 3, 98, 1, 3, 0, -5, 100, -5, 0.3
- COc1ccccc1-n1c(=O)oc2ccc(Cl)cc2c1=O
 : 96, -9, 2, 100, 0, -3, -7, -4, 99, -9, -1.3
- COc1ccccc1NC(=O)CC1C(=O)NCCN1C(=O)Nc1ccc(Cl)c(Cl)c1 (stereo not drawn)
 : 94, -7, -1, 92, 4, 2, 0, -12, 93, -9, 0.6
- C/C(=N\NC(=S)NCc1ccccc1)c1ccc(C#N)cc1
 : ?, 0, 0, 99, -1, 0, 1, -3, 100, -5, -0.4

Additional compounds follow:
Screens in order: RGS7-Gao, Bfl-1 Bim block, Bcl-XL Bim block, RGS8-Gao, ABCG2 inh, Bim-Bcl-W, Bim-Mcl-1, Bim-Bcl-2, RGS4-Gao reg, Bcl-B Bim block, ABCB1 block
- CCOC(=O)Cc1cc(=O)[nH]c(Nc2nc3ccccc3o2)n1
 : 102, -6, -1, 103, 1, -1, -4, -3, 104, -3, 0.0
- COc1cc(C)ccc1OCCCOc1c(Cl)cccc1Cl
 : 101, -17, -4, 105, 21, -3, -4, -11, 101, -10, 0.6
- CN1CCCC1=Nc1c2c(nc3ccccc13)N(C)CC2
 : 101, -2, -9, 104, 5, -4, -6, -2, 102, -9, nt
- Cn1c(S(=O)(=O)Cc2ccc(Cl)cc2)nc2ccccc21
 : 97, -5, 0, 98, 16, 1, 0, 3, 95, -2, 0.2
- COc1ccc(CCNCC(=O)N2C(C)CCCC2C)cc1OC (stereo not drawn)
 : 104, -5, -3, 100, -1, 0, 0, 0, 99, -3, 0.0
- COc1c2occc2c(OC)c2c(=O)cc(C)oc12
 : nt, -2, -1, nt, 4, 0, -2, -1, nt, 0, -1.0
- O=S(=O)(Nc1nc2c(s1)CCCC2)c1ccc(F)cc1
 : 103, -9, -7, 105, 1, 0, -3, -6, 103, -9, 0.0
- CCOC(=O)C1=C(C)Nc2ncnn2C1c1cc(Br)ccc1F (stereo not drawn)
 : 94, 0, 1, 93, 1, -1, 1, -3, 92, 1, 0.2
- Cc1cc(NS(=O)(=O)c2ccc(NC(=O)C(C(C)C)N3C(=O)c4ccccc4C3=O)cc2)nc(C)n1 (stereo not drawn)
 : 102, 3, 0, 103, 0, 2, 0, 6, 106, 3, -0.1
- Fc1ccccc1COc1ccc(/C=N/NC(=S)NCc2ccccc2)cc1
 : 95, -1, 0, 91, 1, 0, -3, -1, 92, -4, -0.4
- CCOc1ccc(C(=S)NC2CCCCC2)cc1OC
 : 134, 18, 0, 80, 3, 3, -7, -1, 88, -24, 0.5
- Cc1ccc(S(=O)(=O)N(CC(=O)N2CCOCC2)CC(=O)N2CCOCC2)cc1
 : 101, -23, -8, 101, 8, 0, -2, -13, 101, -8, 0.7
- O=C(C1CCN(S(=O)(=O)c2cccc3nsnc23)CC1)N1CC=C(c2ccccc2)CC1
 : 108, 1, -1, 103, 1, 1, 3, 2, 108, 2, 0.2
- CCOc1ccc(Nc2nc(NCC3CCCO3)c3ccccc3n2)cc1 (stereo not drawn)
 : 97, -1, -2, 106, 18, -2, 0, 0, 101, 0, 9.2
- Cn1cnc2cc(NC(=O)c3ccc(Cl)cc3)ccc21
 : 104, -9, -6, 110, 9, -1, -3, 2, 105, 2, 0.0

(continued)
Screens in order: RGS7-Gao, Bfl-1 Bim block, Bcl-XL Bim block, RGS8-Gao, ABCG2 inh, Bim-Bcl-W, Bim-Mcl-1, Bim-Bcl-2, RGS4-Gao reg, Bcl-B Bim block, ABCB1 block
- COCCN1Cc2cc3cc(C)ccc3nc2SC1=Nc1cccc(OC)c1
 : 102, -2, -2, 100, 11, -1, 0, -1, 98, -7, 1.3
- O=C(CSc1nnc(NC(=O)c2ccco2)s1)NC1CCCC1
 : 101, -16, -4, 102, 41, 0, 0, -10, 102, -4, 0.6
- O=C(NCc1ccc2c(c1)OCO2)C1CCN(S(=O)(=O)N2CCOCC2)CC1
 : 96, 0, -8, 73, 1, -2, -1, 0, 90, -4, 1.2
- CN(C)C(=O)c1nc2ccc(Cl)cn2c1CNCc1ccccc1OC(F)(F)F
 : 123, -2, -5, 103, 5, 0, 0, -5, 108, -3, 1.0
- CC(C)NC(=O)c1ccccc1NC(=O)C1COc2ccccc2O1 (stereo not drawn)
 : 102, -3, -6, 103, 13, -2, -3, -7, 105, -4, 0.8
- CCCC(c1nnnn1C1CCCC1)N1CCN(c2ccccc2F)CC1 (stereo not drawn)
 : 101, 0, -2, 103, 1, -3, -3, 0, 100, -1, 0.5
- CC(/C=N/NC(=O)Cc1cccs1)=C\c1ccccc1
 : 105, -1, -11, 108, 2, -4, 0, -3, 106, -25, 0.6
- CC(C)NC(=O)Cc1ccc(Br)cc1
 : 94, -19, -9, 97, 9, -2, -6, -11, 96, -7, 0.0
- O=C(c1ccccc1)N1CCC(c2nc3c(nnn3Cc3ccco3)c(=O)[nH]2)CC1
 : 106, -10, -4, 103, 0, -2, 0, -6, 102, -7, -0.3
- O=C(NCc1ccccc1)Nc1cccn(Cc2ccccc2)c1=O
 : 102, 0, 0, 100, 4, 0, 0, 5, 99, 4, 0.8
- CCOC(=O)C1=C(C)NC(c2cccs2)C(=O)N1 (stereo not drawn)
 : 101, -4, -6, 102, 1, -4, -8, -3, 102, -8, 0.4
- CCCOc1ccc(C(=O)N2CCN(c3ccc(NC(=O)CC)cc3Cl)CC2)cc1
 : 98, -4, -1, 94, 3, -2, 1, -4, 95, 0, 0.4
- N=C1C(c2ccc(Br)cc2)=C(O)C2CCc3ccccc3N12 (stereo not drawn)
 : 93, 0, 0, 101, 2, 0, 1, 1, 93, -2, 0.5
- Cc1ccc(CNC(=O)NC2CCCCC2)cc1
 : 100, -16, -7, 103, 4, 0, -2, -12, 103, -9, 0.8
- O=C(c1ccc(-c2ccc(Cl)cc2)o1)N1CCN(c2ccc([N+](=O)[O-])cc2Cl)CC1
 : 99, -7, -2, 98, 9, 1, 0, -6, 101, -8, 0.9

More structures.
Screens in order: RGS7-Gao, Bfl-1 Bim block, Bcl-XL Bim block, RGS8-Gao, ABCG2 inh, Bim-Bcl-W, Bim-Mcl-1, Bim-Bcl-2, RGS4-Gao reg, Bcl-B Bim block, ABCB1 block
- COc1cc(/C=N/NC(=O)CN(CCc2ccccc2)S(=O)(=O)c2ccc(NC(C)=O)cc2)cc(OC)c1OC
 : 104, -2, 2, 107, 3, 0, 0, -2, 103, -1, 0.2
- Cc1cccc(C)c1NC(=O)Cn1c(=O)n(CCCC(=O)NCc2ccco2)c(=O)c2sccc21
 : 98, -4, -5, 100, 0, -1, -4, -5, 94, -6, 0.0
- Cc1noc(C)c1CSc1nc2ccccc2c(=O)n1-c1ccc(F)cc1F
 : 105, -5, -8, 99, 5, -3, -1, -5, 99, -10, 1.6
- CCN(CC)C(=O)c1sc(NC(=O)c2ccco2)c(C#N)c1C
 : 104, -19, -9, 100, -14, 0, -3, -15, 103, -8, -1.3
- O=C1OCCC1Sc1nnnn1-c1ccc(Cl)cc1 (stereo not drawn)
 : 99, -7, -3, 101, 8, -1, 0, -3, 101, -5, 1.5
- CCOc1ncccc1C(=O)Oc1ccc2c(c1)OCO2
 : 104, -4, -4, 104, 0, -1, 0, -5, 101, 0, 0.1
- O=C(Nc1ccc(Cc2ccncc2)cc1)c1cccs1
 : 101, -1, 0, 103, 10, 0, -2, -5, 101, -6, 0.7
- NC(=O)NC(=O)COC(=O)c1ccc(OC(F)(F)F)cc1
 : 105, 4, 5, 102, -2, 8, -1, 0, 102, 0, -1.6
- O=C(NN1CCOCC1)c1ccc(Br)s1
 : ?, -4, -3, 101, 1, 0, 0, -3, 101, -1, 0.3

High-throughput results: PubChem BioAssay, NMMLSC

Not a hit list. About 0.94% of those tested had a hit in this group.
